Compound activity from PubChem.
PME-1 primary = PME-1 inhibitors via competitive probe labeling, primary screen, biochemical, fluorescence polarization, FP-Rh probe, HTS; Protein phosphatase methylesterase 1 (Homo sapiens), Q9Y570; inhibition, % at 5.9 µM; recombinant PME-1; hit rate 0.53% among 320,000;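 active = inhibition above the campaign mean of all compounds plus 3 SD, cut at about 26% in these data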;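 also: competitive labeling of PME-1 active site by serine hydrolase directed probe; 0% = PME-1 with DMSO and 100% = wells lacking PME-1 enzyme; inhibitors block probe labeling so polarization falls and inhibition rises; many of its hits are not listed in these tables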
Target sequence (Q9Y570 whole entry, looked up): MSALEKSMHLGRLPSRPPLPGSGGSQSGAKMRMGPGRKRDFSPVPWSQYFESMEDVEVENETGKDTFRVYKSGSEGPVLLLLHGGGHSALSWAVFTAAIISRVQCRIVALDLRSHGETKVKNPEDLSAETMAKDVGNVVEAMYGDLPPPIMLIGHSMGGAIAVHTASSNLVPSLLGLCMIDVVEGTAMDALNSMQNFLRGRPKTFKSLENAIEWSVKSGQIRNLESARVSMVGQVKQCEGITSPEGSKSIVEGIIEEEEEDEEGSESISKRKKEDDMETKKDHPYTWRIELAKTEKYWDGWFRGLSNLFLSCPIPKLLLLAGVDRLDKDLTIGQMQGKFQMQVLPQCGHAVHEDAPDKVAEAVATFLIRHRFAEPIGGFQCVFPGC
LYPLA1 counter = LYPLA1 inhibitors, primary screen, counter-screen for PME1 inhibitor project, biochemical, fluorescence polarization, FP-Rh probe ABPP; inhibition, % at 5.9 µM; hit rate 0.16% among 320,000; recombinant LYPLA1;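 active = inhibition above the mean of all tested compounds plus 3 SD, set per campaign, cut at about 14% in these data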;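 also: inhibitors block serine hydrolase probe labeling of LYPLA1 so polarization falls; 0% = enzyme with DMSO and 100% = wells lacking LYPLA1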
Fam108B counter = mouse Fam108B serine hydrolase inhibitors, primary screen, counter-screen for RBBP9 inhibitor project, biochemical, fluorescence polarization; recombinant Fam108B, FP-Rh probe fluorescence polarization; AID 1947, 2009; inhibition, % at 9.51 µM; hit rate 0.33% among 300,000;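 active = inhibition above the screen mean inhibition plus 3 SD, computed separately per campaign, cut at about 18% in these data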;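 also: inhibitors lower polarization as less probe binds the enzyme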
PAFAH1B2 inh = PAFAH1B2 enzyme inhibitors, primary screen, biochemical, fluorescence polarization, human | inhibition, % at 3.39 µM | recombinant PAFAH1B2, FP-rhodamine activity probe | hit rate 1.2% among 340,000 | AID 492953, 2010 | Platelet-activating factor acetylhydrolase IB subunit alpha2 (Homo sapiens), P68402;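 active = inhibition above the mean of all tested compounds plus 3 SD, cut at about 24% in these data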;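 also: 0% = enzyme with DMSO and 100% = wells lacking PAFAH1B2; many of its hits are not listed in these tables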
Target sequence (P68402 whole entry, looked up): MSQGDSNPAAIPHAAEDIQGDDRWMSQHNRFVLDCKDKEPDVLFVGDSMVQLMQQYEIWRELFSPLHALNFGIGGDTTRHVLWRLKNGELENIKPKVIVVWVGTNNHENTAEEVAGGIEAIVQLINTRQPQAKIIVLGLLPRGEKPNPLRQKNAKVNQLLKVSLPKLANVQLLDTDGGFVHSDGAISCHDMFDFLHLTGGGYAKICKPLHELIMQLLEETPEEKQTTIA
PAFAH2 inh = PAFAH2 enzyme inhibitors, primary screen, biochemical, fluorescence polarization, human. Platelet-activating factor acetylhydrolase 2, cytoplasmic (Homo sapiens), Q99487. recombinant PAFAH2, FP-rhodamine activity probe. inhibition, % at 3.39 µM. hit rate 0.99% among 340,000;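 active = inhibition above the mean over all tested compounds plus 3 SD, cut at about 30% in these data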;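 also: inhibitors block probe labeling of enzyme so polarization drops; 0% = enzyme with DMSO and 100% = wells lacking PAFAH2 protein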
PAFAH1B3 FP inh = PAFAH1B3 enzyme inhibitors, primary screen, biochemical, fluorescence polarization, human; Platelet-activating factor acetylhydrolase IB subunit alpha1 (Homo sapiens), Q15102; hit rate 0.28% among 340,000; inhibition, % at 3.39 µM; recombinant PAFAH1B3, FP-rhodamine probe;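 active = inhibition above the screen-wide average of all tested compounds plus 3 SD, cut at about 25% in these data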;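 also: 0% = enzyme with DMSO only and 100% = wells lacking PAFAH1B3 protein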
GSTO1 inh = inhibitors of recombinant GSTO1, primary screen, counter-screen for RBBP9 inhibitor project, biochemical, fluorescence polarization; hit rate 1.1% among 300,000; inhibition, % at 5.96 µM; activity-based probe fluorescence polarization;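 active = inhibition above the campaign mean inhibition plus 3 SD, cut at about 35% in these data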;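 also: 0% = GSTO1-1 with DMSO and 100% = wells lacking GSTO1-1 enzyme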
pPAFAH FP inh = pPAFAH enzyme inhibitors, primary screen, biochemical, fluorescence polarization, human | Platelet-activating factor acetylhydrolase (Homo sapiens), Q13093 | recombinant pPAFAH, FP-rhodamine probe fluorescence polarization | inhibition, % at 3.39 µM | hit rate 1.5% among 330,000 | AID 463082, 2010;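 active = inhibition above the mean inhibition across the screen plus 3 SD, cut at about 25% in these data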;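 also: inhibitors block binding of the rhodamine activity-based probe so polarization drops; 0% = enzyme with DMSO and 100% = wells lacking pPAFAH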
Target sequence (Q13093 whole entry, looked up): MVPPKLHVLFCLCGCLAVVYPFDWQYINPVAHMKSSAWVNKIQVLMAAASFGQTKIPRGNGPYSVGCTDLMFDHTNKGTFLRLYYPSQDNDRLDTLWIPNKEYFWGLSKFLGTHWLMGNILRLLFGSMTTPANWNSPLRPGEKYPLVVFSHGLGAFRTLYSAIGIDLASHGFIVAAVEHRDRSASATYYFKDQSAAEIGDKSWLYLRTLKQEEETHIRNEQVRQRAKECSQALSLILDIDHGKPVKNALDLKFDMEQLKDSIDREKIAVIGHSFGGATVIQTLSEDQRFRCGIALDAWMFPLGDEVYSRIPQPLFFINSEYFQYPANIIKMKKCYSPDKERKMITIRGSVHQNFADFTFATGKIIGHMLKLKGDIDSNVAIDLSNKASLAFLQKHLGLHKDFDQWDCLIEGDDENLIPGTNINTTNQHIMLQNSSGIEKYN
PAD4 FP inh = human PAD4 inhibitors, primary screen, biochemical, fluorescence polarization, 1536-well format; recombinant PAD4, RCA probe fluorescence polarization; hit rate 0.41% among 330,000; AID 485272, 2010; Protein-arginine deiminase type-4 (Homo sapiens), Q9UM07; inhibition, % at 6.36 µM;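 active = percent inhibition above a cutoff equal to the mean of all tested compounds plus 3 SD, cut at about 15% in these data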;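 also: 0% = PAD4 with RCA probe and DMSO and 100% = probe without PAD4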
* marks the source's active call; other numbers are inactive results; · = not tested or not shown. A portion of the library; count on the stated rates, not on these rows.

SMILES	PME-1 primary	LYPLA1 counter	Fam108B counter	PAFAH1B2 inh	PAFAH2 inh	PAFAH1B3 FP inh	GSTO1 inh	pPAFAH FP inh	PAD4 FP inh
CCOCCCn1cc(C(=O)c2cc(Br)ccc2O)cc(C#N)c1=O	-2	-2	-7	-4	3	-3	-14	-4	-5
Cc1cc(=O)oc2c(C)c(OCC(=O)NCCc3ccc(S(N)(=O)=O)cc3)ccc12	-5	-2	0	-1	-1	5	-6	1	4
O=C(NC1CCCCC1)C(c1ccccn1)N(C(=O)c1csnn1)C1CCCCC1 (centres undefined)	2	-3	-2	4	2	1	-1	3	5
CCN1CCN(c2ccc(S(=O)(=O)N3CCCCC3)cc2NC(=O)COc2ccc(Cl)c(C)c2)CC1	7	-5	1	4	-5	6	-8	6	5
Cc1nc(C(=O)NNC(=O)c2cccc(Cl)c2)c(C(F)(F)F)o1	-6	1	-4	7	7	20	2	1	0
CC(=O)NS(=O)(=O)c1ccc(N=c2ssc3c2-c2cc(C)ccc2NC3(C)C)cc1	11	-3	1	-3	-1	8	26	8	-3
O=[N+]([O-])c1ccc(S(=O)(=O)N/N=C/c2ccco2)cc1	-7	3	1	3	1	9	5	1	-2
Cc1ccc(C(=O)C2C(c3ccc(-c4ccccc4[N+](=O)[O-])o3)NC(=O)NC2(O)C(F)(F)F)cc1 (centres undefined)	-2	1	-2	8	5	3	-133	8	-16
O=C(O)c1ccccc1C(=O)Nc1n[nH]c(=S)s1	2	-1	-1	3	-9	13	-2	5	2
CC(=O)N1CCc2cc(S(=O)(=O)CCC(=O)N3CCC(C)CC3)ccc21	2	1	-1	-4	14	4	-3	-4	-4
CSc1nnc(Cn2c(=O)sc3ccccc32)n1-c1ccccc1	2	1	1	-4	-5	-4	5	-2	-1
O=C(NCCOc1ccccc1)c1n[nH]c(=O)c2ccccc12	-3	-1	-5	1	-6	5	3	2	0
Cc1ccc(Cl)cc1N1CCN(S(=O)(=O)c2c(C)[nH]c(=O)[nH]c2=O)CC1	3	-3	1	4	2	11	2	10	2
CN1CCCC(C#CC(O)(c2ccccc2)c2ccccc2)C1 (centres undefined)	3	-2	2	-2	5	0	3	5	-2
COc1ccc(C2/C(=C(/O)c3ccc(OC(C)C)cc3)C(=O)C(=O)N2CCCN2CCOCC2)cc1 (centres undefined)	0	-4	0	-4	4	2	-2	8	5
c1ccc(-c2nc(CSc3nnc(-c4cccs4)o3)cs2)cc1	-7	2	-4	-2	-9	1	2	9	2
Cc1ccc(-n2cc(C(=O)c3ccc(F)cc3)nn2)cc1Cl	-1	-1	0	0	-2	2	4	2	0
CCO[C@@H]1OC(C(=O)N2CCN(Cc3ccc4c(c3)OCO4)CC2)=C[C@H](C2CCCCC2)[C@H]1CCCO	4	1	-1	5	-7	5	10	1	-2
CCCC(CCC)C(=O)NC1CCN(Cc2ccccc2)CC1	-3	2	1	7	-6	6	9	-2	-8
CCN1CCN(Cc2ccc(NC(=O)c3cc(NC(=O)c4nccnc4N)cc(OC)c3)cc2C(F)(F)F)CC1	-6	-5	-4	0	-1	13	2	-6	-1
O=S(=O)(Nc1cccnc1)c1cccc(C(F)(F)F)c1	-2	-3	-4	10	-1	-4	9	-2	-1
COc1ccc(N(C(=O)c2snc(C(N)=O)c2N)C(C(=O)NCC2CCCO2)c2ccc(C)o2)cc1OC (centres undefined)	4	0	-2	-2	5	-1	6	7	-3
Cc1cccc(-n2c(C)cc(/C=N\NC(=O)c3cccs3)c2C)c1	5	-7	8	4	-2	1	-15	22	5
NC(=O)c1ccc(NC(=O)COC(=O)C2CC(=O)N(Cc3ccccc3)C2)cc1 (centres undefined)	-1	-3	-2	-1	-3	10	12	1	-2
COCCNC(=O)c1cn(C)c2ccc(S(=O)(=O)N(C)C3CCCCC3)cc2c1=O	6	1	2	2	11	2	-1	11	-4
(continued)
SMILES	PME-1 primary	LYPLA1 counter	Fam108B counter	PAFAH1B2 inh	PAFAH2 inh	PAFAH1B3 FP inh	GSTO1 inh	pPAFAH FP inh	PAD4 FP inh
CC(C)C[C@H](NC(=O)c1[nH]cnc1C(=O)Nc1ccc(CNC(=O)OC(C)(C)C)cc1)C(=O)OC(C)(C)C	-39	-17	-23	-11	-11	-6	-11	-9	9
CC(C)c1ccc(/C=c2\sc3nc(-c4ccncc4)nn3c2=O)cc1	-1	5	-10	2	6	-3	-9	0	0
O=c1c(C=NCCCn2ccnc2)c(-c2ccccc2)[nH]n1-c1nc2ccccc2s1	1	0	1	10	9	0	-20	6	1
O=C(O)Cc1sc(-c2ccccc2)nc1-c1ccccc1	5	3	3	-1	-9	-2	7	1	0
O=c1c2ccccc2n2c(-c3ccc(F)cc3)nnc2n1Cc1ccccc1	4	-1	-4	0	5	2	3	3	-3
COc1cc2c(cc1OC)CN(C(=O)C1CCN(S(=O)(=O)c3ccccc3F)CC1)CC2	19	5	-3	-3	0	1	7	4	1
O=C(NCc1cc(C(F)(F)F)cc(C(F)(F)F)c1)C1CC(c2cccc([N+](=O)[O-])c2)=NO1 (centres undefined)	4	2	1	1	0	-1	3	5	0
O=C(O)c1cc2c(ccc3ccccc32)oc1=O	1	3	5	9	3	8	2	2	-4
O=C(OCc1nc2ccccc2s1)c1cc2ccccc2oc1=O	1	0	2	·	·	·	-5	0	2
CCN1CCN(Cc2ccc(OCc3ccccc3)cc2)CC1	-1	-1	-3	3	-1	6	-2	-1	6
O=C(COC(=O)c1ccccc1Cl)NC(=O)NCc1ccccc1	-3	3	1	-1	3	5	1	4	-3
O=C(CSc1ncn(-c2ccccc2)n1)Nc1nncs1	7	4	1	-3	6	4	4	5	-1
COCCCNC(=O)c1ccc(CS(=O)(=O)c2cccc(C(F)(F)F)c2)o1	-5	-3	4	3	0	5	4	5	-2
CCOc1cc(C)nc(N2CCN(C3CCCCC3)CC2)n1	1	-2	-5	-4	5	6	5	2	-1
Cc1ccc(/C(O)=C2\C(=O)C(=O)N(c3cc(C)on3)C2c2cccc(Cl)c2)cc1 (centres undefined)	6	3	0	0	13	8	1	4	-1
O=C(COC(=O)c1ccc2c(=O)n3c(nc2c1)CCC3)Nc1ccc(OC(F)F)cc1	-12	0	-4	5	0	0	7	2	-6
CCOc1ccc(NC2=NC(C(=O)NCc3ccccc3)CC(=O)N2)cc1 (centres undefined)	1	-3	1	5	7	2	4	2	-6
CCOCC(=O)Nc1ccc(S(=O)(=O)NCCc2ccccc2)cc1	4	3	-6	7	-6	6	25	4	0
Cc1ccc(NC(=O)/C=C\C(=O)NCC(=O)O)cc1	8	2	6	0	1	8	3	-1	2
O=C(Nc1ccc(Cl)cc1)C(Cl)C(=O)c1ccccc1 (centres undefined)	-4	-4	-4	3	6	1	-7	5	2
CCOc1ccc(CCNC(=O)COC(=O)c2nn(C)c(=O)c3ccccc23)cc1OCC	-4	-1	-6	3	4	-1	2	3	2
COc1ccc(N/C(=N/c2nc(C)cc(C)n2)NC(=O)c2ccccc2)cc1	-2	0	3	-1	-3	-2	1	0	1
O=C(Nc1ccccc1N1CCOCC1)C1CCCO1 (centres undefined)	·	·	·	5	9	1	·	7	-3
O=C(CCS(=O)(=O)c1ccc(Br)cc1)Nc1ccc(Br)cc1F	-4	-2	4	5	-2	2	4	2	3
O=C(c1cccc(S(=O)(=O)N2CCOCC2)c1)N1CCC(Cc2ccccc2)CC1	4	1	·	5	-6	0	·	0	2
More entries follow.
SMILES	PME-1 primary	LYPLA1 counter	Fam108B counter	PAFAH1B2 inh	PAFAH2 inh	PAFAH1B3 FP inh	GSTO1 inh	pPAFAH FP inh	PAD4 FP inh
COCCNC(=O)c1cc(-c2ccccc2C)n(CC2CC(c3cccc([N+](=O)[O-])c3)=NO2)n1 (centres undefined)	·	·	·	-1	-4	-6	·	4	-2
Cc1nc2c3cnn(-c4ccccc4)c3ncn2n1	-18	-5	-4	-1	-8	-6	-11	-2	-1
Cc1ccc(NC(=O)C2CCN(S(C)(=O)=O)CC2)cc1C	1	-1	-2	0	2	10	-1	3	-2
Cc1cccc(NC(=S)N(CCCN(C)C)Cc2cc3cc4c(cc3[nH]c2=O)OCO4)c1	-3	0	2	0	-1	0	-6	1	-4
COc1ccc(NC(=S)Nc2ccc3nsnc3c2)cc1	36*	61*	29*	23	41*	66*	86*	18	68*
CC1Sc2n(c3ccccc3[n+]2C)N=C1c1ccccc1 (centres undefined)	-2	-2	-1	3	2	-2	0	-4	-1
O=C(NS(=O)(=O)Nc1ccc(Br)cn1)c1c[nH]c2ccccc12	-1	1	1	7	1	3	5	4	2
Cc1c(C(=O)NC2CCCC2)oc2ccccc12	1	-4	·	-1	-9	-3	·	4	0
C#CCOCCOCCOCCNc1nc(N2CCOCC2)nc(N2CCN(C(=O)[C@H]([C@@H](C)CC)n3cc(CCCCN)nn3)CC2)n1	-1	-2	-1	3	5	8	5	7	0
CNC(=O)C(C)Sc1ccc(S(=O)(=O)N2CCOCC2)cn1 (centres undefined)	3	0	·	0	-8	6	·	-6	-1
Cc1cc(OC(=O)c2ccccc2Cl)c([N+](=O)[O-])c(=O)[nH]1	1	-1	-1	7	-11	8	2	-1	0
CCCC(=O)Nc1sc2c(c1C(=O)OCC)CC(C)(C)OC2	1	-4	-1	4	-6	5	-10	-1	-2
CCOC(=O)CCCCC(=O)c1[nH]c(=O)[nH]c1C[n+]1ccccc1	-4	0	-1	·	·	·	18	-2	-4
O=C(c1ccc2c(c1)OCO2)C1CCCN(Cc2cccn2-c2cccnc2)C1 (centres undefined)	-2	-2	3	4	-5	8	-6	1	2
CN(C)CCCn1c2c(c(SCC(=O)Nc3cccc4ccccc34)nc1=O)CCC2	-4	-1	0	3	-2	4	-6	1	1
Cc1ccc(-n2c(SCC(=O)NCC3CCCO3)nnc2-c2ccoc2C)cc1 (centres undefined)	-2	0	0	6	-4	4	4	0	3
C/C(=N\NC(=O)c1cccc(S(=O)(=O)N2CCCCC2)c1)c1ccc(C)o1	1	-4	1	-1	0	8	3	4	2
Cc1ncc([N+](=O)[O-])n1CC(=O)Nc1cccc(C(F)(F)F)c1	-1	0	-4	0	-1	6	1	1	-4
COc1nc(C)nc2c1ccc1ccccc12	0	-1	3	4	-6	5	-2	3	0
CCN(CC)S(=O)(=O)N1CCC(C(=O)NC(C)CCc2ccccc2)CC1 (centres undefined)	5	1	-2	-1	4	10	3	4	2
CN(CC/C=C1/c2ccccc2CSc2ccccc21)CCCO	-2	-2	-6	-4	-1	7	-4	-2	-3
Cc1ccc(S(=O)(=O)N2CC(C(=O)O)=CC[C@H]2c2ccc3c(c2)OCO3)cc1	-4	-2	0	7	3	4	1	1	0
COc1ccc(-c2noc(CN3CCC(Cc4ccccc4)CC3)n2)cc1	0	0	-1	0	1	7	2	6	-4
